# Assay outcomes as filed in PubChem.
# MrgX1 antag: human MrgX1 receptor antagonism, primary screen. Q96LB2. MRGX1-HEK293 calcium flux, Fluo-4, BAM8-22 antagonism; active compounds read low. B-score at 10 µM. hit rate 1.3% among 310,000;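 active = calcium-response B-score plate-corrected more than 3 library SD below zero, starting fluorescence within 5 deviations, no agonist response on first addition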;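 note: peak minus trough fluorescence over baseline after final BAM8-22 challenge near maximal dose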
# HIF act: HIF pathway transcriptional activation; activation, % at 7.5 µM (by protocol); hit rate 0.32% among 300,000; U2OS HRE-luciferase reporter, luminescence; normalized: DMSO 0%, desferrioxamine 100%;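 active = mean activation of at least 10% of the iron chelator positive control signal, with at least half of replicates also reaching 10%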
# RGS4 inh: human RGS4 inhibition | B-score at 10 µM | HEK293 M3R/RGS4 inducible, Fluo-4 calcium flux; active compounds read high; triggered by carbachol at its EC20 | hit rate 0.45% among 310,000;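 active = B-score, a plate-corrected calcium signal, over three deviations above library mean, with baseline fluorescence within five deviations of library mean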;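 note: RGS4 expression induced by doxycycline in cells with stable M3 receptor; B-score is computed from the integrated fluorescence ratio over baseline after carbachol; higher B-score means a larger calcium signal and so more RGS4 inhibition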
# RGS4 act: potentiators or activators of RGS4. HEK293 M3R/inducible RGS4, carbachol calcium flux Fluo4; active compounds read low. B-score at 10 µM. hit rate 0.92% among 310,000;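 active = B-score of the integrated calcium signal more than 4 SD below the library mean, with starting fluorescence not abnormally high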;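 note: negative B-score means reduced calcium response which marks RGS4 activation or potentiation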
#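 Test system: HEK293 cells with stable M3R and inducible RGS4; also added: carbachol at ECmax as muscarinic agonist stimulus; schedule: dye loading 30 min 37 °C, buffer rest 30 min RT; technique: kinetic calcium fluorescence imaging with Fluo4-AM dye, 2 µM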
# TRPC6 act: activates the mouse TRPC6 cation channel; AID 2550; HEK293-TRPC6 membrane potential dye fluorescence; active compounds read high; hit rate 0.13% among 310,000; Q61143; B-score at 10 µM;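 active = B-score of the integrated fluorescence ratio above library mean plus 3 SD, and starting fluorescence ratio within library mean plus 5 SD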;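 note: higher score means more depolarization so channel activation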
# TRPC4 inh: blocks the mouse TRPC4 cation channel | Q9QUQ5 | HEK293 TRPC4beta/mu-opioid, DAMGO-evoked Fluo4 calcium flux; active compounds read low | B-score at 10 µM | hit rate 0.39% among 300,000 | AID 2247;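 active = B-score over 3 SD under the library average, no early fluorescence shift, positive overall ratio signal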
# Target sequence (Q9QUQ5 whole entry, looked up): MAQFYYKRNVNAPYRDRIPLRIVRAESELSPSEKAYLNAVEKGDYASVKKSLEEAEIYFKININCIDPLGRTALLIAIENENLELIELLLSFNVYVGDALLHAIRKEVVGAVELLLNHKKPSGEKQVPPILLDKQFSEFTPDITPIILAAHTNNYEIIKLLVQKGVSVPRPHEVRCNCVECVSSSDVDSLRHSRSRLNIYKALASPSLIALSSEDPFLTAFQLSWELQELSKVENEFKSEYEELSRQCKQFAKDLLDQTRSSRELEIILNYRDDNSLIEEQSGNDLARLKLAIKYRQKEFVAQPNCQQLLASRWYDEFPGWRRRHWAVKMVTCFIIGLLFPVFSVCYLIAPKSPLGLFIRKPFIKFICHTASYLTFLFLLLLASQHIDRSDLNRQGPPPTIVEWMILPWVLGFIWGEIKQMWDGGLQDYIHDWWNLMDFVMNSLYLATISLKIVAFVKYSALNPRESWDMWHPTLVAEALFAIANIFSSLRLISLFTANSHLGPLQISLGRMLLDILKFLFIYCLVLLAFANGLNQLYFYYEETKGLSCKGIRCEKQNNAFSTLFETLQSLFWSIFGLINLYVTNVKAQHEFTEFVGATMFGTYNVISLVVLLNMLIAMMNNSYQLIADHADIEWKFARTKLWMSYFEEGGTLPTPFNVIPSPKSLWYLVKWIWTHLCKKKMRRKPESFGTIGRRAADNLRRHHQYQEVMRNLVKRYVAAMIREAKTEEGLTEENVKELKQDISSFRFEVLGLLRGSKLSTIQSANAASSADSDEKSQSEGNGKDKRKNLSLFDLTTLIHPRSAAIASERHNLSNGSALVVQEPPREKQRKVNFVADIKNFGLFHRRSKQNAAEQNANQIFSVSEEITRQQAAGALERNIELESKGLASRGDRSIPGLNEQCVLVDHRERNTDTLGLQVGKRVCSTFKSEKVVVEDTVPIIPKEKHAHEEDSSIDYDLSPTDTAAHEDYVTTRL
#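 Assay system: HEK293 cells with stable TRPC4beta plus mu-opioid receptor expression. Dosing: single dose. Measured by: Fluo4 Ca2+ flux fluorescence. Also added: DAMGO in two steps, submaximal then maximal. Read-out: B score from integrated Fluo4 fluorescence ratio.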
# SKKanGAS inh: inhibitors of SKKanGAS S. pyogenes growth in kanamycin (SK-promoter or general growth effect) | AID 1662 | hit rate 1.3% among 300,000 | BacTiter-Glo, 6 h | inhibition, % at 7.5 µM;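 active = mean replicate score, as percent of positive control median, at least 50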;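 note: strain carries kanamycin resistance gene driven by streptokinase promoter and grows in 40 µg/ml kanamycin; loss of luminescence reflects streptokinase promoter inhibition or plain growth inhibition; 0% = median of DMSO wells and 100% = positive control at its reference dose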
# MrgX1 PAM: allosterically activates human MrgX1 receptor signaling; B-score at 10 µM; hit rate 0.63% among 310,000; Q96LB2; MrgX1-HEK293, Fluo-4 calcium flux, FDSS; active compounds read high;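 active = plate-corrected calcium response at least 3 library SD above typical, normal starting fluorescence, not activating the receptor alone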;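 note: compound read alongside a low EC10 to EC30 dose of BAM8-22 agonist; peak minus trough fluorescence over baseline measured at the second addition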
# MrgX1 ag: activates human MrgX1 receptor signaling | Q96LB2 | MrgX1-HEK293 cells, Fluo-4 calcium fluorescence, agonist mode; active compounds read high | B-score at 10 µM | hit rate 0.44% among 310,000 | AID 588627;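 active = calcium response B-score plate-corrected fluorescence ratio at least 3 library SD, with starting fluorescence B-score inside 5 SD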
#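 Test system: Stable human MrgX1 HEK293 cell line | Schedule: Overnight plating before 1 h dye loading | Read-out basis: Baseline-normalised fluorescence change ratio, B-scored | Detection: Kinetic calcium dye fluorescence, Fluo-4 NW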
# Platelet DG rel: platelet dense granule release activity; human platelet-rich plasma, SFLLRN dense granule ATP release, luminescence; inhibition, %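 (compounds screened at 7.5 µM in platelet-rich plasma)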; hit rate 0.22% among 300,000; AID 1663;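 active = mean replicate score, as percent of positive control, at or above 50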
# TRPC6 inhibitor: blocks the mouse TRPC6 cation channel; HEK293-TRPC6, membrane potential dye, ACh-evoked depolarization; active compounds read low; B-score at 10 µM; AID 2553; hit rate 1.1% among 310,000; Q61143;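 active = B-score under library mean minus 3 SD, initial fluorescence not abnormally high, positive integrated signal ratio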;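 note: B-score derived from integrated fluorescence ratio over the kinetic read; more negative B-score means stronger inhibition of depolarization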
# * marks the source's active call; other numbers are inactive results; i = inactive; · = no result given.
SMILES	MrgX1 antag	HIF act	RGS4 inh	RGS4 act	TRPC6 act	TRPC4 inh	SKKanGAS inh	MrgX1 PAM	MrgX1 ag	Platelet DG rel	TRPC6 inhibitor
CC1CCCCN1CCCNc1ccc(C(CC(N)=O)NC(=O)c2ccccc2)cc1[N+](=O)[O-] (centres undefined)	i	-0.7	i	i	i	i	-3	i	i	7	i
O=C(NC1CCCC1)c1cc(S(=O)(=O)N2CCCC2)ccc1Cl	i	-0.3	i	i	i	i	4	i	i	-11	i
Cc1nc(NCCc2cnc[nH]2)c2oc3ccccc3c2n1	i	-0.1	i	i	i	i	0	i	i	-5	i
C=CCNC(=S)N(C1CCCCC1)C1CCCCC1	i	-0.4	i	i	i	i	-2	i	i	-11	i
CC(=O)Nc1ccc(-c2csc(Nc3ncccn3)n2)cc1	i	2.8	i	i	i	i	-3	i	i	5	i
COC(=O)c1cc(S(=O)(=O)Nc2cc(OC)cc(OC)c2)c[nH]1	i	-0.3	i	i	i	i	0	i	i	19	i
CC(C)c1ccc(N(CC(=O)N2CCN(Cc3ccccc3)CC2)S(C)(=O)=O)cc1	i	-1.1	i	i	i	i	1	i	i	5	i
CN(C)N1C(N)=C(C#N)C(c2ccccc2)C2=C1CCCC2=O (centres undefined)	i	-0.1	i	i	i	i	0	i	i	0	i
COc1ccc(CCn2c(-n3nc(C)cc3C)nc3c2c(=O)[nH]c(=O)n3C)cc1	i	-0.1	i	i	i	i	-2	i	i	8	i
Clc1ccc(CSc2nnc(-c3cccnc3)n2Cc2ccco2)c(Cl)c1	i	-0.2	i	i	i	i	4	i	i	0	i
Cc1ccc(C(O)P(=O)(OCCC(C)C)c2ccc(N(C)C)cc2)cc1 (centres undefined)	i	-5.3	i	i	i	i	-2	i	i	-1	i
Cn1c(=NC(=O)C2=NNC(=O)CC2)sc2ccccc21	i	2.1	i	i	i	i	-7	i	i	-3	i
COc1ccccc1CC(=O)O/N=C(\N)Cc1cccc2ccccc12	i	-0.4	i	i	i	i	12	i	i	0	i
COCCN(C(=O)CSc1nnc(C)n1Cc1ccccc1)c1c(N)n(CC(C)C)c(=O)[nH]c1=O	i	-0.9	i	i	i	i	-2	i	i	-5	i
O=C(O)C1=NN(c2ccccc2)C(=O)C1	i	0.0	i	i	i	i	5	i	i	-1	i
CN(C)CCNC(=O)c1onc(CSc2nc3ccccc3[nH]2)c1C(=O)NCCN(C)C	i	0.1	i	i	i	i	-1	i	i	7	i
Cc1c(NS(=O)(=O)c2ccc(NC(=O)CCC(=O)O)cc2)c(=O)n(-c2ccccc2)n1C	i	1.1	i	i	i	i	-28	i	i	6	i
CC(C)c1ccc(CN2CC(C(=O)O)CC2=O)cc1 (centres undefined)	i	0.1	i	i	i	i	-8	i	i	-5	i
NC(=O)Cc1nc(-c2ccc([N+](=O)[O-])cc2)cs1	i	0.3	i	i	i	i	-1	i	i	0	i
Cc1ccc(/C=N/NC(=O)Cn2ccc(C(F)(F)F)n2)o1	i	-0.2	i	i	i	i	2	i	i	-1	i
O=C(Nc1nccs1)c1ccc(COc2ccccc2Br)o1	i	1.8	i	i	i	i	0	i	i	1	i
COc1ccccc1NC(=O)Nc1cccc(C(=O)O)c1	i	-0.4	i	i	i	i	4	i	i	1	i
Cc1c(C(=O)N2CCOCC2)sc(NC(=O)C(C)C)c1C#N	i	-1.1	i	i	i	i	3	i	i	-10	i
C#CCn1cc(/C=C2\NC(=O)NC2=O)c2ccccc21	i	0.6	i	i	i	i	-12	i	i	-1	i
CCN1CCN(CC(=O)Nc2c(OC)cccc2OC)CC1	i	1.0	i	i	i	i	-1	i	i	0	i
COc1ccc(CN2CCCC(C(=O)N3CCCC3)C2)cc1 (centres undefined)	i	-0.1	i	i	i	i	7	i	i	3	i
O=C(c1ccc(Cl)c(S(=O)(=O)N2CCOCC2)c1)N1CCOCC1	i	-8.5	i	i	i	i	-17	i	i	-7	i
O=C(NNC(=O)C1CC1c1ccccc1)Nc1cccc(Cl)c1 (centres undefined)	-5.4*	-0.2	i	i	i	i	1	i	i	12	i
Cc1c2c(n3c(nc4ccccc43)c1C#N)N(CCN1CCOCC1)CC2	i	0.4	i	i	i	i	-2	i	i	-24	i
CCOC(=O)c1[nH]c(C)c(C(=O)c2cc(F)ccc2F)c1C	i	0.0	i	i	i	i	0	i	i	-8	i

# Next part:
SMILES	MrgX1 antag	HIF act	RGS4 inh	RGS4 act	TRPC6 act	TRPC4 inh	SKKanGAS inh	MrgX1 PAM	MrgX1 ag	Platelet DG rel	TRPC6 inhibitor
COC(=O)C1=CNC=C(C(=O)OC)C1c1ccc(Cl)cc1	i	-0.2	i	i	i	i	-1	i	i	0	i
O=C(Nc1sccc1C(=O)NCc1ccco1)c1cccnc1	i	-0.1	i	i	i	i	-2	i	i	4	i
C=C(C)CSc1[nH]c(=O)cc(C)c1C#N	i	-0.1	i	i	i	i	20	i	i	-3	i
O=C(NC1CC1)C1=C[C@H](c2ccc(Br)cc2)C[C@H](OCc2ccc(CO)cc2)O1	i	-0.4	i	i	i	i	6	i	i	9	i
O=C(O)c1ccc(/C=N\Nc2ccccn2)cc1	i	2.2	i	i	i	i	21	i	i	53*	i
CN(C(=O)Nc1ccc(C(C)(C)C)cc1)C1CCCCC1	i	0.0	i	i	i	i	-7	i	i	-3	i
C#CCOCCOCCOCCNc1nc(N2CCOCC2)nc(N2CCN(C(=O)[C@H](CCC(=O)O)n3cc(C(N)Cc4ccc(O)cc4)nn3)CC2)n1 (some centres undefined)	i	-0.2	i	i	i	i	1	i	i	-4	i
O=C(c1cccc(S(=O)(=O)N2CCCC2)c1)N1CCCc2ccccc21	i	-0.4	i	i	i	i	-1	i	i	3	i
N#Cc1cccc(NC(=O)CN2NS(=O)(=O)c3ccccc3C2=O)c1	i	-0.1	i	i	i	i	-3	i	i	3	i
Cc1ccc(-n2c(C)cc(/C=C3/C(=N)N4C(c5ccccc5)=CSC4=NC3=O)c2C)cc1	i	0.4	i	i	i	i	15	i	i	-3	i
CC(NC(=O)c1cccnc1)C(c1ccccc1)N1CCN(C)CC1 (centres undefined)	i	-0.7	i	i	i	i	-2	i	i	6	i
COC(=O)CCN1CCC(C(N)=O)CC1	i	1.0	i	i	i	i	-5	i	i	-7	i
O=C(Nc1nccs1)c1cccnc1Cl	i	0.4	i	i	i	i	8	i	i	-1	i
COc1ccc(NC(=O)CSc2nc3c([nH]c4ccccc43)c(=O)n2C)c(OC)c1	i	-3.7	i	i	i	i	15	i	i	1	i
c1ccc(Sc2cnc3ccccc3n2)cc1	i	2.1	i	i	i	i	3	i	i	3	i
CCCCNC(=S)NC1CCCC1	i	-1.1	i	i	i	i	4	i	i	4	i
Brc1ccc(C2=Nn3c(nnc3-c3n[nH]c4c3CCC4)SC2)cc1	i	0.2	i	i	i	i	9	i	i	-41	i
CSCCC(NC(=O)CCN1C(=O)c2ccccc2C1=O)C(=O)O (centres undefined)	i	0.0	i	i	i	i	-9	i	i	-1	i
Nc1nc(Nc2ccccc2Br)nc(C(F)(F)F)n1	i	0.2	i	i	i	i	7	9.1*	i	-9	i
CCn1cnc2cc(NCc3ccc(N(C)C)cc3)ccc21	i	1.1	i	i	i	i	-7	i	i	-2	i
Cc1cc(OCC(=O)Nc2c(C)n(C)n(-c3ccccc3)c2=O)ccc1[N+](=O)[O-]	i	-0.1	i	i	i	i	1	i	i	10	i
Cc1cc2oc(=O)cc(CN3CCC(C)CC3)c2cc1Cl	i	2.1	i	i	i	i	-1	i	i	2	i
COc1ccccc1CCNC(=O)c1ccc(C)o1	i	1.2	i	i	i	i	5	i	i	2	i
O=S(=O)(Cc1ccccc1)N1CCCc2ccccc21	i	0.0	i	i	i	i	8	i	i	3	i
CC1CN(C(=O)CSc2nnc(-c3ccncc3)n2-c2ccccc2)CC(C)O1 (centres undefined)	i	-0.3	i	i	i	i	2	i	i	1	i
CN(C)c1ccc(C(CC(=O)c2ccccc2)C2CCCCC2=O)cc1 (centres undefined)	i	3.1	i	i	i	i	5	i	i	1	i
Cc1sc2nc(CSc3ccc([N+](=O)[O-])c(C(F)(F)F)c3)[nH]c(=O)c2c1C	i	-0.2	i	i	i	i	9	i	i	-9	i
CCc1ccc(NC(=S)N(CCC(C)C)C2CCN(C(C)=O)CC2)cc1	i	-15	i	i	i	i	0	i	i	-5	i
CC(=O)N1CCc2cc(S(=O)(=O)CCC(=O)N3CCc4ccccc4C3)ccc21	i	0.4	i	i	i	i	10	i	i	0	i
N#Cc1ccc2ccn(CC(=O)NC3CCCCCC3)c2c1	i	0.0	i	i	i	i	-1	i	i	-1	i

# The results go on:
SMILES	MrgX1 antag	HIF act	RGS4 inh	RGS4 act	TRPC6 act	TRPC4 inh	SKKanGAS inh	MrgX1 PAM	MrgX1 ag	Platelet DG rel	TRPC6 inhibitor
COc1ccc(S(=O)(=O)N2CCC3(CC2)CC(=O)c2ccccc2O3)cc1C	i	-0.2	i	i	i	i	-2	i	i	·	i
Cc1ccc(NCc2nnc(SCC(=O)OC3CCCCC3)o2)c(C)c1	i	-0.9	i	i	i	i	1	i	i	5	i
CCC1(c2ccccc2)NC(=S)N(c2ccc(C)c(C)c2)N1 (centres undefined)	i	5.2	i	i	i	i	8	i	i	-3	i
Cc1cccc(NC(=O)c2nnn(-c3cccc(C(F)(F)F)c3)c2N)c1	i	0.5	i	i	i	i	4	i	i	-15	i
CC(=O)C1=C(C)NC(=O)NC1c1cc(Br)ccc1OCC#N (centres undefined)	i	0.0	i	i	i	i	-2	i	i	-4	i
Oc1c(C=NCc2ccncc2)sc2ccccc12	i	0.9	i	i	i	i	2	i	i	8	i
COC(=O)c1ccccc1NC(=O)CSc1nc(Nc2ccccc2)nc(N2CCOCC2)n1	i	-0.3	i	i	i	i	34	i	i	-6	i
CC1CN(CC(=O)N2CCc3[nH]c4ccccc4c3C2)CC(C)O1 (centres undefined)	i	-0.4	·	·	·	·	0	i	i	6	·

# Not a hit list. About 6.1% of those tested had a hit in this group.
